Yeast superoxide – reduction of superoxide in aged yeast, primary screen, HTS; S. cerevisiae aged cells, superoxide DHE fluorescence; stronger effect = lower value; superoxide response (% of plate mean), % at 10 µM; 0.18% of 330,000 active;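 active = superoxide response under a set limit, about three screen SD below normal, cut at about 65% in these data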;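 also: yeast aged for seven days with compound at 30 °C before DHE staining; 100% = average MFI of all compound-treated wells on the plate with controls excluded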
CTSL1 counter – Fasciola hepatica cathepsin L1 inhibitors, primary screen, counter-screen for PFM18AAP inhibitor project, biochemical, QFRET, fluorogenic peptide substrate. 0.49% of 300,000 active. inhibition, % at 5.96 µM. recombinant F. hepatica cathepsin L1, Z-Leu-Arg-MCA fluorescence;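 active = inhibition above the mean of all tested compounds plus 3 SD, set per screening campaign, cut at about 17% in these data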;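 also: 0% = plate median of test compound wells and 100% = 1 µM Z-Phe-Ala-diazomethylketone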
PP1 inh – PP1-alpha phosphatase inhibitors, primary screen, counter-screen for PP5 inhibitor project, biochemical, fluorescence, OMFP substrate, single point; purified PP1alpha; 0.9% of 320,000 active; Serine/threonine-protein phosphatase PP1-alpha catalytic subunit (Homo sapiens), P62136; inhibition, % at 6.7 µM;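 active = inhibition above the mean inhibition of all tested compounds plus 3 SD, computed separately for each screening campaign, cut at about 15% in these data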
Target sequence (P62136 whole entry, looked up): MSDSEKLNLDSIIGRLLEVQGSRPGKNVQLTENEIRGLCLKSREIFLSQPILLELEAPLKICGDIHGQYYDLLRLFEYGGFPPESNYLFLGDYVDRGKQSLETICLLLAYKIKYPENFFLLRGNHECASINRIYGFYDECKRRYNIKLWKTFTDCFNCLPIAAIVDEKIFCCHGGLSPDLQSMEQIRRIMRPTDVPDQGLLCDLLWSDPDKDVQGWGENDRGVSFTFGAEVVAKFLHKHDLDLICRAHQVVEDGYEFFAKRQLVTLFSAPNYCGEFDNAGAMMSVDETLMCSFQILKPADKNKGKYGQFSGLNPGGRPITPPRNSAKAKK
PP5 primary – PP5 phosphatase inhibitors, primary screen, biochemical, fluorescence; purified PP5c, OMFP substrate fluorescence; inhibition, % at 6.7 µM; 0.18% of 320,000 active; AID 1987, 2009;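 active = inhibition above the campaign's mean inhibition across all tested compounds plus 3 SD, cut at about 9.5% in these data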;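 also: 0% = DMSO only and 100% = 100 µM cantharidin control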
EBNA-1 inh – EBNA-1 DNA-binding inhibitors, primary screen, biochemical, fluorescence polarization. inhibition, % at 14.8 µM. AID 1950, 2009. 0.34% of 300,000 active; in the data active = inhibition above about 28%
GASC-1 inh – inhibitors of GASC-1 histone demethylase, primary screen, biochemical, fluorescence, DELFIA europium; AID 2099, 2009; inhibition, % at 2.35 µM; GST-JMJD2C(1-420) H3K9me3 demethylation; 0.069% of 330,000 active; Lysine-specific demethylase 4C (Homo sapiens), Q9H3R0;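 active = more than half of a compound's replicate wells show inhibition beyond 50%, single wells judged on their own value; inconclusive = some, but no more than half, of replicates pass 50% inhibition; inactive = no replicate passes 50% inhibition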;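 also: signal counts dimethyl H3K9 product captured on neutravidin plate; 0% = median of DMSO wells and 100% = 0.3 times that DMSO median; strong numbers were not always called active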
Target sequence (Q9H3R0 1-420 limits assumed): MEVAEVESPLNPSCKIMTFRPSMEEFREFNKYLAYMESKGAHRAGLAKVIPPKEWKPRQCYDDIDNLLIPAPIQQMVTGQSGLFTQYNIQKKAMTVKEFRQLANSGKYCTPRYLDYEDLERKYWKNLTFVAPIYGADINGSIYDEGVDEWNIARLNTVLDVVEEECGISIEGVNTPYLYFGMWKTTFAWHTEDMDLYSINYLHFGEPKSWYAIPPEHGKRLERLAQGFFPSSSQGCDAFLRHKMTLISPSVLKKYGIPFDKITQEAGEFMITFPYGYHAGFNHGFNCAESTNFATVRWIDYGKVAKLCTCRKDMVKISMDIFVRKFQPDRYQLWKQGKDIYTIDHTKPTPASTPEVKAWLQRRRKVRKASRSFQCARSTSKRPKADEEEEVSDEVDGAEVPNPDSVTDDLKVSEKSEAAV
HCV core dimer – inhibitors of HCV core protein dimerization, primary screen, biochemical, TR-FRET, high-throughput. TR-FRET GST/Flag-core106 dimerization, 1536-well. 0.33% of 300,000 active. inhibition, % at 5 µM;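 active = inhibition above the mean of all tested compounds plus 3 SD, set per screening campaign, cut at about 45% in these data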
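Assay system: GST-tagged and Flag-tagged HCV core protein residues 1-106 / Times: compound-protein-antibody incubation 4 h at 22.5 °C / Signal: time-resolved FRET, ex 340 nm, em 617 and 671 nm / Evaluation: % inhibition based on acceptor/donor emission ratio / Benchmarks: wells lacking GST-core106 and wells with excess unlabelled core106 / Repeats: singlicate, one well per compound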
TPT1 inhibitor – Candida albicans TPT1 enzyme inhibitors, primary screen, biochemical, fluorescence polarization; tRNA 2'-phosphotransferase TPT1 (Candida albicans SC5314); AID 1962, 2009; inhibition, % at 5 µM; recombinant caTPT1, FP RNA substrate dephosphorylation; 0.81% of 300,000 active;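 active = inhibition above the mean of all tested compounds plus 3 SD, set per screening campaign, cut at about 24% in these data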;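 also: plate controls were DMSO alone for no effect and ferristatin control at 100 nM for full effect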
ZTA DNA inh – counter-screen for EBNA-1 inhibitors: inhibitors of Epstein-Barr virus ZTA | P03206 | ZTA-DNA binding, fluorescence polarization | inhibition, % at 11 µM | 0.15% of 320,000 active | AID 2234; in the data active = inhibition above about 33%
Target sequence (P03206 whole entry, looked up): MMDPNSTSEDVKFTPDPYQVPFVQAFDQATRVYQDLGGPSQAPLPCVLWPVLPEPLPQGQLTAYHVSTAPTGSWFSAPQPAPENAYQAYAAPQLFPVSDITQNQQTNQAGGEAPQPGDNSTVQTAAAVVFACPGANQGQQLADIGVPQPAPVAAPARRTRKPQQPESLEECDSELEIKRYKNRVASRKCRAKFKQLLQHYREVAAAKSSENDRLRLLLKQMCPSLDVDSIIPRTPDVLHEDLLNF
* marks the source's active call; other numbers are inactive results; u = inconclusive; x = no result given; & = joins results of further samples. This is a random part of the collection; 3.1% or so of the library scored in one or more.

Start of the data: the first 2 entries as a preview:
no.	canonical_smiles	Yeast superoxide	CTSL1 counter	PP1 inh	PP5 primary	EBNA-1 inh	GASC-1 inh	HCV core dimer	TPT1 inhibitor	ZTA DNA inh
1	CC(C)(Cc1ccc(O)cc1)NC(=O)c1ccccc1	112	-2	-5	3.3	-6	4	-8	-1	-16
2	O=C(Nc1nnc(SCC(=O)N2CCCCC2)s1)c1cccs1	94	3	1	0.1	17	0	-5	-1	14

Results, from the first entry:
no.	canonical_smiles	Yeast superoxide	CTSL1 counter	PP1 inh	PP5 primary	EBNA-1 inh	GASC-1 inh	HCV core dimer	TPT1 inhibitor	ZTA DNA inh
1	CC(C)(Cc1ccc(O)cc1)NC(=O)c1ccccc1	112	-2	-5	3.3	-6	4	-8	-1	-16
2	O=C(Nc1nnc(SCC(=O)N2CCCCC2)s1)c1cccs1	94	3	1	0.1	17	0	-5	-1	14
3	COc1ccc(NC(=O)CSc2nc3ccccc3c(=O)n2CCCN2CCOCC2)c(OC)c1	110	-3	2	3.6	-2	7	-7	1	-5
4	CCN(CC(=O)NCc1ccc(Cl)cc1)C(=O)c1ccc2cc(OC)ccc2c1	103	-1	2	2.6	5	0	4	-1	-13
5	CCOc1ccccc1/C=N/N1CCN(Cc2ccccc2)CC1	100	-1	-2	-0.7	2	-23	-1	0	-1
6	C=CCn1nc2ccccc2c1OC	100	3	-2	-1.1	-3	-7	-18	-4	-10
7	CCCCCCCC(=O)N/N=C(/C)c1c(O)cc(C)oc1=O	117	-12	2	2.0	4	-22	-3	1	-5
8	COc1cc(Nc2c3c(nc4ccccc24)CCCC3)cc(OC)c1OC	104	5	0	0.4	3	0	8	0	-1
9	CN(CC(=O)Nc1ccccc1Br)C(=O)c1ccccc1OCc1ccc(F)cc1	80	x	2	1.2	x	0	x	x	-7
10	O=C1c2ccccc2NC(c2cccc(O)c2)N1Cc1ccco1 (stereo not drawn)	102	-1	-3	-0.6	-2	0	5	5	-3
11	CC(C)=C(NC(=O)c1ccccc1)C(=O)NCCc1nc2ccccc2[nH]1	94	-3	-6	0.9	-1	-9	-5	-3	-10
12	O=C(CSc1ncn[nH]1)OCN1C(=O)c2ccccc2C1=O	88	-13	-1	0.8	1	-8	-3	-5	9
13	Cc1ncc(CSc2nnnn2-c2ccccc2)c(N)n1	112	-3	-3	-0.7	12	4	11	1	8
14	COc1cccc(N2CC(O)=C(c3nc4ccccc4c(=O)[nH]3)C2=N)c1	100	2	0	4.4	67*	-7	-10	2	-17
15	CN(CC(=O)NCCc1ccccc1)S(=O)(=O)c1cccs1	86	-3	-2	-2.1	6	7	-7	-10	2
16	CC(C)c1ccc(NC(=O)C2C3C=CC4(O3)C2C(=O)N(CCCN2CCCCC2)C4C(=O)NC2CCCCC2)cc1 (stereo not drawn)	110	2	2	3.1	3	-1	-2	-5	5
17	CCOc1ccc(NC(=O)c2sc3nc(N4CCOCC4)c4c(c3c2N)CC(C)(C)OC4)cc1	92	4	-2	-1.3	1	u	8	1	15
18	Nc1nc2n(n1)C(c1ccco1)CC(c1ccccc1)N2 (stereo not drawn)	95	0	-1	-1.6	-2	3&4	0	2	10
19	CCc1nnc(NS(=O)(=O)c2ccc(NC(=O)COc3ccc4ccccc4c3)cc2)s1	94	-5	8	3.6	-6	-17	14	1	11
20	Cc1onc(-c2ccccc2)c1C(=O)N1CCN(C(=O)c2ccco2)CC1	113	1	0	2.2	-10	10	-9	4	-3
21	CCOc1cccc(C2/C(=C(/O)c3ccc4c(c3)CC(C)O4)C(=O)C(=O)N2CCN2CCOCC2)c1 (stereo not drawn)	96	-2	0	0.9	10	-12	6	-1	8
22	S=C(c1c[nH]c2ccc(Br)cc12)N1CCOCC1	96	-1	0	1.5	1	0	-21	6	3
23	CN(C)CCCN(C(=O)c1ccc([N+](=O)[O-])s1)c1nc2cc3c(cc2s1)OCCO3	73	6	5	2.4	1	-6	-7	2	-10
24	Cc1ccc(C(C)C)c(OCC(O)CNC2CCCC2)c1 (stereo not drawn)	103	-3	-1	-0.8	0	-8	-3	-3	-2
25	CCOC(=O)c1cc(-c2ccc(OC)cc2)nc2c1c(C)nn2CCC(N)=S	98	1	-3	1.4	-1	8	-1	-1	7
26	O=C1CSC(=O)N1CCOCCN1C(=O)CSC1=O	96	0	0	0.9	-1	-2	-1	7	-10
27	O=C(CCN1CCOCC1)N1CCc2c([nH]c3ccccc23)C1c1cccc(Cl)c1 (stereo not drawn)	86	-1	0	2.6	-7	-3	8	-2	0
28	C=CCOc1ccc(/C(O)=C2\C(=O)C(=O)N(CCCOC)C2c2ccncc2)cc1 (stereo not drawn)	90	3	-3	0.6	1	1	-2	-2	5
29	Cc1cc(C(=O)COc2ccccc2C(N)=O)c(C)n1C	116	-3	-6	-0.8	-3	-20	-2	4	9
30	CCc1nc2c(s1)CCc1onc(-c3ccc(Cl)cc3)c1-2	101	-1	-4	-2.9	7	-19	-19	-2	-3
31	O=C(CSc1nc(=O)n(Cc2ccccn2)c2c1CCC2)Nc1ccc(F)cc1F	96	-3	-3	-0.8	3	0	2	-1	7
32	CC(=O)c1cc2c(cc1N/C(=N/S(=O)(=O)c1ccc(C)cc1)c1ccccc1)OCO2	106	-3	1	4.1	-7	1	4	2	-2
33	COc1cccc(N2[C@@H](CC(=O)O)c3ccccc3S2(=O)=O)c1	110	0	0	1.9	-14	5	-4	-3	-4
34	CC(C)COc1ccc(-c2nnn(CC(=O)N3CCCC3)n2)cc1	103	-2	1	0.3	-5	0	1	0	-16
35	Cc1cccc(CC2SC(N)=NC2=O)c1 (stereo not drawn)	96	3	-4	-3.1	3	1	4	0	3
36	COc1ccc(C(=O)c2c(-c3ccc(OC)cc3)oc3ccccc23)cc1	93	x	0	4.1	x	2	x	x	-18
37	CCOC(=O)C1CCN(C(=O)COc2ccc3c(c2)OCO3)CC1	116	-5	3	1.8	-5	-6	1	0	-3
38	O=C1CSC(c2cn(-c3ccccc3)nc2-c2cccs2)N1Cc1ccccc1 (stereo not drawn)	102	-1	-3	-1.6	12	-5	3	-2	9
39	CC(C)CCSc1ncnc2c1oc1nc3c(cc12)COC(C)(C)C3	109	-3	-3	2.2	1	-10	-3	-1	7
40	COc1ccc(N=C2SC(CC(=O)Nc3ccc(OC)cc3OC)C(=O)N2C)cc1 (stereo not drawn)	98	-1	-3	4.2	-11	2	12	-2	-6
41	CCCCc1nc2cc(C(=O)NCc3ccccn3)ccc2o1	70	-2	9	0.7	0	-6	0	-1	5
42	Clc1ccc(/C=N/c2c(-c3ccco3)nc3ccccn23)cc1	106	5	0	1.5	9	5	-36	-6	1
43	CC(/C=N/NC(=O)c1cc(-c2ccc(C)o2)[nH]n1)=C\c1ccccc1	92	2	9	0.8	-13	-5	-4	-2	-4
44	Cn1c(CO)cnc1SCc1ccc(F)cc1	89	-3	2	0.0	-2	-28	1	-1	1
45	Cc1nc(N2CCN(Cc3ccccc3)CC2)c(C#N)c2c1COC(C)(C)C2	104	3	0	3.5	-2	12	-3	-7	15
46	O=C(C1=C[C@H](c2ccc(Br)cc2)C[C@H](OCc2ccc(CO)cc2)O1)N1CCOCC1	104	-4	-6	1.5	4	0	10	0	-2
47	Cc1ccc(Cl)cc1NC(=S)N1CCC(c2ccccc2)C1 (stereo not drawn)	105	-3	5	3.5	-4	-1	0	-3	0
48	Cn1ccnc1SCC(=O)N1CCc2ccccc21	90	2	-3	0.5	5	4	-5	-4	7
49	O=C(O)CCCC(=O)N1N=C(c2ccccc2)CC1c1ccc2nccnc2c1 (stereo not drawn)	91	-1	-1	-0.4	2	-5	2	1	-18
50	CCCCN(C)S(=O)(=O)c1ccc(C(=O)Nc2nnc(C3=COCCO3)o2)cc1	118	-2	14	1.4	12	-2	12	-3	-7
51	COc1ccc(C(=O)NC(NC(=O)c2ccc(OC)c(OC)c2)c2ccccc2F)cc1OC	96	11	-7	1.9	-3	0	-3	-2	-8
52	Cc1ccc(C2CC2c2n[nH]c(=S)n2-c2ccc(Cl)cc2)cc1 (stereo not drawn)	113	-1	6	5.2	-13	-4	12	-5	1
53	Cc1cc(C)n(-c2nc3c(c(=O)[nH]c(=O)n3C)n2CC(O)COc2ccccc2C)n1 (stereo not drawn)	93	-4	3	0.9	3	4	4	0	-3
54	CCOc1ccc(N)c(SSc2cc(OCC)ccc2N)c1	76	-2	1	0.8	2	3	-21	1	-1
55	Cc1ccc(NC(=S)NCC2CCN(C(C)c3ccccc3)C2)cc1 (stereo not drawn)	105	1	-5	-0.5	2	10	2	0	0
56	O=C(CNC(=O)c1ccc(S(=O)(=O)N2CCCC2)cc1)N/N=C/c1ccc(Cl)cc1	109	-4	3	1.3	-8	28	-6	-2	-3
57	Cc1cc2oc(=O)cc(CN3CCOCC3)c2cc1C	120	-2	-8	1.8	1	0	-3	-2	0
58	CCOC(=O)CC1=C(C(=O)OCC)C(c2cccnc2)C(C#N)=C(N)O1 (stereo not drawn)	93	0	0	-1.1	0	-2	-3	-4	4
59	O=C(OCC(=O)N1CCN(C(=O)c2ccco2)CC1)c1ccc(S(=O)(=O)N2CCCCC2)cc1	85	-7	-5	1.8	-2	4&-11	1	0	2
60	Cc1ccc2nc(Cl)c(/C=N/NC(=O)c3ccccc3O)cc2c1	89	4	-2	-0.1	11	1	-1	2	0

(next part)
no.	canonical_smiles	Yeast superoxide	CTSL1 counter	PP1 inh	PP5 primary	EBNA-1 inh	GASC-1 inh	HCV core dimer	TPT1 inhibitor	ZTA DNA inh
61	O=C(NCc1ccc(C(F)(F)F)cc1)C12CN(Cc3ccccc3)CC1C(c1cccc([N+](=O)[O-])c1)=NO2 (stereo not drawn)	102	-1	10	6.8	-9	-4	18	2	-9
62	O=C(NCCc1ccc(F)cc1)c1cc([N+](=O)[O-])ccc1N1CCOCC1	97	0	-8	4.0	10	-12	-10	0	-5
63	Cc1[nH]nc(Nc2ccccc2)c1[N+](=O)[O-]	93	0	-1	2.6	4	-1	0	1	2
64	Cc1ccc(C(=O)N2CCN(C(=O)C3CCCO3)CC2)cc1 (stereo not drawn)	89	x	-2	0.6	x	-3	x	x	-4
65	CC1(C2CC2)NC(=O)N(CC(=O)Nc2ccc(F)cc2F)C1=O (stereo not drawn)	87	x	-1	1.6	x	x	x	x	10
66	Cc1ccc(CNC(=O)CCNC(=O)c2ccco2)cc1	93	-2	-4	-0.3	1	6	3	-5	15
67	COc1ccccc1N1CCN(C(=O)c2cc(=O)c3cc(C)cc(C)c3o2)CC1	104	4	-2	-0.6	13	5	12	0	14
68	O=C(CN1CCN(Cc2ccccc2)C1=O)NCCCN1CCOCC1	106	-4	-5	-0.9	-12	5	3	-2	-2
69	COC(=O)c1ccc(NCCC(=O)O)cc1	101	1	-4	0.1	14	-3	4	-1	4
70	COc1cccc(CNC(=O)C(=O)NCC2CCCO2)c1 (stereo not drawn)	97	0	1	1.8	-5	6	-2	-2	9
71	CC(C)CN(C(=O)c1cccc(S(=O)(=O)N2CCN(Cc3ccccc3)CC2)c1)C1CCS(=O)(=O)C1 (stereo not drawn)	147	-2	-12	4.7	-7	-24	7	-1	-5
72	S=C(NCc1ccccc1)NCc1ccc2c(c1)OCO2	95	1	-4	-1.1	5	8	8	3	24
